TbHK1 inh: blocks Trypanosoma brucei hexokinase 1 activity; recombinant TbHK1, G6PDH-coupled NADH A340; inhibition, % at 10 µM; 220,000 tested, 0.11% active; AID 1430;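 active means inhibition of 50% or more in the single-dose primary screen; inactive means inhibition below 50%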
Wee1 stabilizer: blocks degradation of human Wee1 kinase. reporter increase, % at 5 µM. HeLa Luc-Wee1K328M stability, luciferase luminescence; 100% = proteasome inhibitor MG132 effect. P30291. 220,000 tested, 1.2% active. AID 1321;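 active means activation above the mean of all tested compounds plus 3 SD, set per screening run, cut at about 8.8% in these data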;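 further: cells exposed to compound for 20 h before luminescence read; 0% = DMSO alone and 100% = MG132 at 30 µM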
EP2 antag: blocks the human prostaglandin E2 receptor EP2; P43116; inhibition, % at 25 µM; AID 1422; C6 glioma cells expressing human EP2, cAMP TR-FRET; cells stimulated with saturating PGE2; 260,000 tested, 0.52% active;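 active means percent inhibition above 40 after rounding to a whole number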;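 further: rat C6 glioma host cells with rolipram phosphodiesterase inhibitor present; the protocol text gives 20 µM as final concentration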
Target sequence (P43116 whole entry, looked up): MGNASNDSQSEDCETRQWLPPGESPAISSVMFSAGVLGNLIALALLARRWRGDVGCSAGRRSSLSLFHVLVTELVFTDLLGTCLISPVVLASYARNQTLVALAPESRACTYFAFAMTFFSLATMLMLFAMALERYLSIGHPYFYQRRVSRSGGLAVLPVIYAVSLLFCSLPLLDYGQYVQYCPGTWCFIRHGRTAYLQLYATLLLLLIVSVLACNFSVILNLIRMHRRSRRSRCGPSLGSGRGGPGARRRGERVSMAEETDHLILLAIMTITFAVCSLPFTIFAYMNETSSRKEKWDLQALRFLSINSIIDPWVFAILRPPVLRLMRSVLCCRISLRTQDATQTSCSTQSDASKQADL
FXIIa inh 1536: factor XIIa (human) inhibition | inhibition, % at 5 µM | 220,000 tested, 0.3% active | P00748 | purified FXIIa, Boc-QGR-AMC fluorogenic substrate, 2 h; in the data active means inhibition above about 40%;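 further: 0% = enzyme with no compound and 100% = blank without enzyme; many of its hits are not listed in these tables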
CHOP inh: inhibitors of CHOP induction in ER stress response; inhibition, % at 10 µM; 220,000 tested, 3.8% active; CHO-K1 CHOP-promoter luciferase, tunicamycin-induced, 15-18 h;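 active means compounds that reduced the stress-induced luciferase reporter signal by more than about 70% of percent inhibition, limit read from the data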;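 further: 0% = tunicamycin plus vehicle and 100% = wells without tunicamycin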
L929 necroptosis: L929 zVAD cell death inhibition | 220,000 tested, 0.38% active | L929 zVAD necroptosis rescue, ATP luminescence, 24 h; with zVAD 60 µM | AID 1377 | viability rescue, % at 10 µM;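 active means activation, scaled between plate controls, above about 75%, limit read from the data; inactive means activation under that limit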;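 further: 0% = zVAD with DMSO and 100% = DMSO alone without zVAD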
TNF necrop inh: blocks TNF-alpha induced death of Jurkat FADD-/- cells. Jurkat FADD-/- TNF necroptosis rescue, ATP luminescence, 24 h; 0 = TNF only, 100 = no-TNF cells. 220,000 tested, 0.068% active. AID 463075. activation (protection from cell death), % at 10 µM;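 active means activation, meaning protection from cell death, of at least 50% relative to plate controls; inactive means activation below 50%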;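 further: necroptosis triggered by 40 ng/mL TNF-alpha added together with compound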
FXIa inh 1536: inhibitors of human coagulation factor XIa | inhibition, % at 5 µM | 220,000 tested, 0.14% active | purified FXIa, Boc-Glu-Ala-Arg-AMC fluorogenic substrate | AID 798 | P03951;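 active means inhibition of at least 40%; inactive means inhibition below 40%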;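 further: fluorescence of freed AMC excited at 355 nm; 0% = enzyme without compound and 100% = no enzyme blank; many of its hits are not listed in these tables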
Target sequence (P03951 19-387 limits assumed): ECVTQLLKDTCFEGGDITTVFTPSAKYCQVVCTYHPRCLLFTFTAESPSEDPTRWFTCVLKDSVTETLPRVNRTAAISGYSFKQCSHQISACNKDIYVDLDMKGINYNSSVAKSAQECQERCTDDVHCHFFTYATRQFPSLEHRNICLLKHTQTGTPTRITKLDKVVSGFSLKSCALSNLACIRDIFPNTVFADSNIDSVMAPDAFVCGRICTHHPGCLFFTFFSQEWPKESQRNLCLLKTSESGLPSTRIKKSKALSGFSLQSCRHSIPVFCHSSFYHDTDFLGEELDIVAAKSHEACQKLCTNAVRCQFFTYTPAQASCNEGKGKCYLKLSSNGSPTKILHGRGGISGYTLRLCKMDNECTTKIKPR
Target sequence (P03951 388-625 limits assumed): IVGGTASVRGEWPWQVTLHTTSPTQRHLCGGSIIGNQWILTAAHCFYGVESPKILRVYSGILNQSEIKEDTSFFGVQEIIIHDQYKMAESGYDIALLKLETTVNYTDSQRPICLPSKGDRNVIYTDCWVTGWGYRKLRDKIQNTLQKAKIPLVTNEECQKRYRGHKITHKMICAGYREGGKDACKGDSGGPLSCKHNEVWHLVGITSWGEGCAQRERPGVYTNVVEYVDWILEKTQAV
PPC-1+TRAIL kill: kills PPC-1 cancer cells in the presence of TRAIL | PPC-1 cells + TRAIL, ATPLite viability luminescence | cell killing (% activity), % at 4 µM | 220,000 tested, 0.41% active | AID 1443;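 active means cell killing above 50% in the first pass at 4 µM, then a duplicate retest at 5 µM averaging 50% or more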;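 further: plate controls were cells with TRAIL plus DMSO for no effect and medium-only wells lacking cells for full effect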
The depositor's hits bear a star; . = no result given; & = joins results of further samples. This is a subset. The share of hits here may be higher or lower than overall.

Compound	TbHK1 inh	Wee1 stabilizer	EP2 antag	FXIIa inh 1536	CHOP inh	L929 necroptosis	TNF necrop inh	FXIa inh 1536	PPC-1+TRAIL kill
Cn1cc(/C=N\O)nc2c(=O)n(-c3ccccc3)c(=O)nc1-2	1	1	10	7	-13	3.1	-0.8	-5	20
COc1cc2cc(CN(C(=O)NC3CCCCC3)C3CCCC3)c(=O)[nH]c2cc1OC	-21	8.8*	3&17	12	46	0.4	2.4	-5	-2
COc1ccc(S(=O)(=O)N(C)CC(=O)NCCC2=CCCCC2)cc1C	6	-2	5	3	12	-0.2	-3.3	-5	4
O=C(c1ccccc1)c1sc(N2CCCCCC2)nc1-c1ccccc1	-4	-2	10	12	7	-0.1	-5.9	0	3
CC(C)Cc1nnc(NC(=O)CCC(=O)N2CCOCC2)s1	-2	0	8	13	11	-0.1	-0.8	2	22
c1ccc2[nH]c(CN3CCCCCC3)nc2c1	-13	2	9	-9	-19	0.4	-0.5	-10	12
CCC(CC)c1nc(C#N)c(NC(C)c2ccccc2)o1 (stereo unspecified)	-2	3	11	3	21	0.2	-0.2	3	3
O=C(CC(c1ccccc1)c1cc(Cl)ccc1O)N1CCOCC1 (stereo unspecified)	3	5	8	-9	-21	-0.1	-4.3	4	-6
O=C(NC1CCCCC1)C(c1cccs1)N(C(=O)c1ccccn1)c1ccccc1 (stereo unspecified)	30	1	21&5	10	20	-0.1	1.1	3	-4
CCC(C)Nc1nc(Cl)nc(NCCOc2ccccc2)n1 (stereo unspecified)	-1	-1	15	-1	38	0.7	2.2	6	-8
CC(C(=O)NC1CCCC1)N(Cc1ccco1)C(=O)c1snc(C(=O)NC2CCCC2)c1N (stereo unspecified)	-12	-2	10	9	29	-0.3	0.0	-2	-4
CCCc1cc(=O)oc2c(CN3CCN(C)CC3)c(O)c(Cl)cc12	.	.	8	-317	14	.	.	-64	1
COc1ccc2c(C)nc(N/C(N)=N/S(=O)(=O)c3ccc(C)cc3)nc2c1	-3	-1	6	2	17	-0.2	-2.7	-5	28
COc1ccc(C(=O)/C=C/c2ccc(OC3CSC3)cc2)cc1	23	-4	12	5	-18	2.5	2.5	-4	3
CC(C)CC(=O)NNC(=S)NCc1ccco1	-2	3	9	2	24	1.5	-0.7	-9	-2
COc1ccccc1NC(=O)C1=C(C)Nc2nc3ccccc3n2C1c1cccs1 (stereo unspecified)	-11	6	5	5	1	-0.4	-15	12	-3
Cc1cccc(C)c1NC(=O)CSc1nnc(-c2ccco2)n1N	-3	-2	10	15	25	-0.1	-1.6	1	21
CCOc1cc(N2CCOCC2)c(OCC)cc1NC(=O)c1ccc(OCc2c(C)noc2C)c(OC)c1	-21	1	4	0	-4	0.5	1.9	-3	-4
COc1ccccc1CN1C(=O)[C@@H]2C(CCC(N)=O)NC3(C(=O)Nc4c3ccc(Cl)c4C)[C@@H]2C1=O (stereo partly specified)	-1	0	9	5	18	1.4	-0.6	-3	-2
CC1=CCC(C(=O)O)(C(=O)N/N=C/c2cccs2)C(c2ccc(Cl)cc2)C1 (stereo unspecified)	-22	2	7	16	11	-0.1	0.1	0	-26
Cc1ccc(C(=O)N2c3ccccc3CC2C)o1 (stereo unspecified)	-8	8	11	0	-4	2.7	-1.9	-4	25
S=c1[nH]ccn1-c1ccccc1Cl	37&-9	1&4	2&4	5	23&4	0.6&0.8	0.9&0.4	7	10&-2
CN1C(=O)N(C)C2(c3ccccc3)Nn3c(s/c(=C/c4ccccc4F)c3=O)=NC12c1ccccc1 (stereo unspecified)	-20	0	.	20	71*	0.4	0.3	5	9
CC(C)CNC(=O)/C=C/c1cccs1	-8	-1	9	0	0	0.1	0.4	4	24
COc1ccc(-c2csc(N3CCN(C(=O)c4ccco4)CC3)n2)cc1	-4	-1	7	9	-3	-1.1	1.9	-3	-3
Cc1c(NC(=O)CN2CCN(c3cccc(Cl)c3)CC2)c(=O)n(-c2ccccc2)n1C	-2	-3	-3	1	15	1.4	0.5	-5	4
Cc1cc(C(=O)NCCCn2ccnc2)cs1	6	-3	3	-3	11	-0.8	-0.5	-4	1
CN(C)CCN1C(=O)C(O)=C(C(=O)c2cc3ccccc3o2)C1c1ccccn1 (stereo unspecified)	-12	-1	.	12	13	0.5	-0.2	1	26
O=C(COc1ccccc1)Nc1ccc2c(c1)nc1n2CCOC1	-1	1	0	13	44	0.7	0.4	0	8
O=C(O)c1cc2nc(-c3ccccc3)cc(-c3ccccc3)n2n1	-9	2	5	2	-25	1.6	0.6	-7	24

Reformatted: results already given
Each structure is followed by: TbHK1 inh, Wee1 stabilizer, EP2 antag, FXIIa inh 1536, CHOP inh, L929 necroptosis, TNF necrop inh, FXIa inh 1536, PPC-1+TRAIL kill
- COc1cc2cc(CN(C(=O)NC3CCCCC3)C3CCCC3)c(=O)[nH]c2cc1OC
→ -21, 8.8*, 3&17, 12, 46, 0.4, 2.4, -5, -2
- COc1ccc(S(=O)(=O)N(C)CC(=O)NCCC2=CCCCC2)cc1C
→ 6, -2, 5, 3, 12, -0.2, -3.3, -5, 4

(cont.)
Compound	TbHK1 inh	Wee1 stabilizer	EP2 antag	FXIIa inh 1536	CHOP inh	L929 necroptosis	TNF necrop inh	FXIa inh 1536	PPC-1+TRAIL kill
COC(=O)c1cccc(OCC(O)Cn2ccnc2)c1 (stereo unspecified)	-1	-3	11	7	11	1.1	1.4	8	3
COc1cc(C(=O)Nc2ccc(S(=O)(=O)Nc3cc(C)nc(C)n3)cc2)cc(OC)c1OC	0	-2	2	6	7	1.8	0.9	7	26
CS(=O)(=O)c1nc(-c2ccc(F)cc2)cc(C(F)(F)F)n1	-10	2	31	8	106*	2.3	-13	-2	-4
COC(=O)c1c(C(=O)OC)c(-c2ccc(Cl)cc2)n2c1CS(=O)(=O)C2	10	-1	2	6	2	-1.0	-0.5	-3	27
Cc1csc2c(=O)n(CCO)c(=O)[nH]c12	-10	-1	4	5	8	0.0	1.6	-2	-4
COc1ccc(CN(Cc2ccc(C(=O)O)cc2)C(=S)Nc2ccccc2F)cc1OC	-4	-2	9	12	0	5.9	1.5	0	7
Cc1ccc(-n2[nH]c(C)c(C=Nc3cc(C)ccn3)c2=O)cc1	-22	-1	9	11	10	-2.0	-9.5	-1	31
CSc1ccc(C2c3[nH]c4ccccc4c3CCN2C(=O)c2ccnn2C)cc1 (stereo unspecified)	-2	6	6	2	-3	-0.5	1.1	-5	3
CC1=CN2C(=N)/C(=C/c3ccc(C)o3)C(=O)N=C2S1	-27	8	8	6	8	1.6	1.3	4	26
Cc1cccc(Cn2nc(-n3cccc3)c3c(C)cc(C)nc32)c1	-1	-1	5	12	69	4.3	-0.6	23	8
COc1cccc(C(=O)/C=C/c2ccc(SC)cc2)c1	-3	-3	8	-1	26	-0.1	-12	3	-2
COc1cc(C)c(Br)cc1S(=O)(=O)NCc1ccncc1	-3	1	8	7	36	-0.8	-4.5	-1	8
O=C(Cn1nc(-c2ccccc2)ccc1=O)NCc1ccc2c(c1)OCO2	9	3	6	4	11	0.0	-0.8	0	1
CC(=O)NNC(=S)Nc1cccc(F)c1	-6	0	5	3	9	0.2	1.8	-8	-2
CCCCNC(=O)n1c(SC)nc2ccccc21	-10	0	16	9	2	-0.3	-2.9	-1	26
CC(C(=O)NCC1CCCCC1)N(C)Cc1cccc(Cl)c1 (stereo unspecified)	6	-3	6	8	40	0.9	3.1	1	17
CCOc1ccc(NS(=O)(=O)c2ccc(C(=O)N3CCN(c4ncccn4)CC3)cc2)cc1	10	2	11	9	31	-0.6	-2.8	8	5
Cc1nn(Cc2ccc(Cl)cc2)c2sc(C(=O)OCC(N)=O)cc12	-4	-1	23	5	-1	0.1	0.5	-12	19
CCNc1nc(CN2CCOCC2)nc2sc3c(c12)CCC3	-4	0	14	9	50	0.8	-3.6	4	-6
O=C(NC(=S)NCCC1=CCCCC1)c1ccc(Br)o1	3	2	20	-1	40	-0.2	-2.7	-3	2
Cc1ccc(C(=O)C(OC(=O)COc2ccccc2C)c2ccccc2)cc1 (stereo unspecified)	8	4	3	17	8	0.1	-1.2	0	17
CCN(CC)C(=O)N1CCN(C(=O)c2ccc(C)cn2)CC1	2	2	4	7	29	0.9	1.6	-5	13
Nc1nonc1C(=O)NCCNCc1ccccc1OCc1ccccc1F	6	3	6	10	41	-0.4	-2.3	-1	0
CCOc1ccc(NC(=O)C2CCN(C(=O)NC3CCCCC3)CC2)cc1	-1	0	13&9	17	-2	-0.6	0.1	10	-7
Cc1ccc2[nH]c(=O)c(COC(=O)C3CCCO3)cc2c1 (stereo unspecified)	12	0	8	19	5	0.9	-0.8	2	-12
COc1ccccc1N=Cc1c(C)[nH]n(-c2ccc(C)cc2C)c1=O	-10	-2	4	12	13	19	0.3	15	19
Cc1nc2oc(C(=O)c3ccccc3)c(N)c2c2c1COC(C)(C)C2	-1	0	.	4	6	0.0	0.6	3	-8
O=C(NCc1ccccc1)c1ccccc1-c1nc2ccccc2[nH]1	2	-1	5	10	2	1.2	1.4	0	10
CC(=O)Nc1cccc(NC(=O)CCc2ccccc2)c1	-6	-2	16	10	-12	-0.3	-0.3	3	-2
C=CCn1c(Cc2ccc(OC)cc2)nnc1SCC(=O)NCCc1ccccc1	2	0	3	7	-5	0.1	0.0	2	31
CN(CCNC(=O)c1cccc(N2CCCC2=O)c1)Cc1ccccc1	2	3	17	7	-6	3.9	0.3	4	11
CCOCC(=O)Nc1cc(Cl)ccc1C	5	-2	4	6	9	0.2	-0.4	0	7
O=C(Nc1cc(S(=O)(=O)N2CCOCC2)ccc1N1CCOCC1)c1cnccn1	-7	3	8	11	-49	-0.2	0.1	7	31
CCCCOC(=O)c1cc(C)nc2ccc(Br)cc12	-3	-2	20	9	30	0.1	0.6	0	-16
O=C(CSc1nnc(-c2ccc(C(F)(F)F)cn2)o1)Nc1cccc(Cl)c1	-5	-1	6	3	-11	1.6	0.7	-3	22
Cc1ccc(S(=O)(=O)CCC(=O)N2CCN(c3ccc(Cl)cc3)CC2)cc1	-1	-1	7	9	41	0.1	-4.3	3	10
CCCCCC1C/C(=N\O)C=C(C)C1C(=O)OC (stereo unspecified)	-2	-3	6	9	8	0.0	1.7	4	5
CCOc1ccccc1NC(=O)Cn1c(=O)sc2ccccc21	-1	-1	4	13	27	0.4	1.2	2	14
CNC(=O)c1sc(SC)cc1-c1ccc(Cl)cc1	0	2	12	13	8	-0.6	-5.6	2	2
COC(=O)c1ccc(-n2nnnc2SCc2nn[nH]n2)cc1	-3	-2	9	15	18	-0.8	-0.9	-4	-9
CCOC(=O)NC(=O)/C(C#N)=N\Nc1ccc(Cl)cc1	-17	0	9	14	-8	0.9	-0.4	3	2
CC1(C)Cc2c(sc(NC(=O)c3ccc(Br)o3)c2C#N)CO1	-5	5	2	6	-65	1.1	-1.5	-1	50
COc1ccccc1NC1=NC(c2ccc(Cl)cc2)N=C(N)N1 (stereo unspecified)	8	2	7	9	.	0.3	-8.2	-3	3
C[C@@H]1CN(Cc2nc(-c3cnccn3)no2)C[C@H](C)O1	0	-2	13	4	4	2.8	1.4	-6	-2
CCCN1CCCc2ccccc21	-5	-1	12	8	34	-1.3	-1.0	-1	11
COc1ccc(CC(=O)NNS(=O)(=O)c2ccccc2)cc1OC	4	2	14	11	34	0.9	-0.7	-1	10
CC(=O)NS(=O)(=O)c1ccc(N=c2ssc3c2-c2cc(C)c(C)cc2NC3(C)C)cc1	23	-2	12	8	0	2.2	3.1	5	30
N#CC1=C(N)Oc2cc(O)ccc2C1c1cccs1 (stereo unspecified)	17	3	11	9	17	-0.5	-12	-5	-20
